Platelet DG rel – platelet dense granule release activity. human platelet-rich plasma, SFLLRN dense granule ATP release, luminescence. inhibition, %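 (compounds screened at 7.5 µM in platelet-rich plasma)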. hit rate 0.22% among 300,000. AID 1663;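 active = mean replicate score, as percent of positive control, at or above 50; inconclusive = mean below 50 but at least one replicate at or above 50; inactive = mean and every replicate below 50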
HSP90 refold inh – blocks HSP90-mediated luciferase refolding in reticulocyte lysate; Rabbit reticulocyte lysate, luciferase refolding luminescence, 3 h; inhibition, % at 5.6 µM; hit rate 0.91% among 290,000; AID 1789;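 active = inhibition above the screen-wide mean plus 3 SD, computed separately per campaign, cut at about 16% in these data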;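 also: 0% = DMSO wells and 100% = 60 µM geldanamycin wells; inhibitors lower the luminescence because luciferase stays unfolded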
AI-2 QS mod – modulates the Vibrio harveyi AI-2 quorum sensing system; Vibrio harveyi JMH597 AI-2 luminescence/OD600 ratio, 9 h; stronger effect = lower value; strain lacks LuxN and CqsS sensors; 0 = neutral-control median; activity change, % at 7.5 µM; hit rate 0.4% among 300,000; AID 2094; in the data active = activity change below about -75%, passing the limit was not always enough; inconclusive = no clear call, values can overlap the other calls;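 also: luminescence divided by OD600 gain over 9 h not by final OD600 alone; inactives centre near 13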
GSK3beta inhib – blocks human GSK3beta kinase activity | activity score (negative = inhibition), % at 10 µM | GST-GSK3beta kinase, ADP-Glo luminescence, 60 min; stronger effect = lower value | hit rate 0.038% among 300,000 | AID 2097;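 active = more than half of replicate wells score below -50%, meaning over 50% inhibition versus plate controls; inconclusive = some replicates but at most half score below -50%; inactive = no replicate scores below -50%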;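 also: 0% = median DMSO wells and -100% = median GW8510 positive control wells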
Target sequence (P49841 whole entry, looked up): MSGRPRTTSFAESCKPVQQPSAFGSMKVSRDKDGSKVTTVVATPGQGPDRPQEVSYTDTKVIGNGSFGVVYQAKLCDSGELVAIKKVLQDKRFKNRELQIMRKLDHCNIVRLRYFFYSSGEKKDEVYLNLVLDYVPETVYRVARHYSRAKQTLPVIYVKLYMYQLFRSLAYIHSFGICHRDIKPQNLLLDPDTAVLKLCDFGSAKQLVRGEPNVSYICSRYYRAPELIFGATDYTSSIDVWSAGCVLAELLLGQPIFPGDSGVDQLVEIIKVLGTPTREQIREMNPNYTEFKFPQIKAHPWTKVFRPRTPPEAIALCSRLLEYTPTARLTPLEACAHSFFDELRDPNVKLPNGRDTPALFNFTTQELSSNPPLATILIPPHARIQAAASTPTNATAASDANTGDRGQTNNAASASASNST
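Assay system: GST-tagged human GSK3beta kinase, cell-free; Input: 1.6 ng GSK3beta; Medium: Tris/MgCl2 kinase buffer; Timing: 60 min enzyme reaction, room temperature; Signal: ADP-Glo luminescence quantifying ADP generated by kinase; Evaluation: score relative to plate controls; Benchmarks: DMSO neutral wells and GW8510 at 20 µM as positive.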
PolyA inh – blocks polyadenylation in yeast reporter cells; S. cerevisiae SKY197-pL101 polyadenylation reporter, beta-gal luminescence; efflux-impaired pdr1/pdr3 knockout yeast; score 100 = 6 SD above DMSO; calls only at 12 µM; hit rate 0.02% among 300,000; AID 1875;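 active = lowest replicate activity score at least 50, where 100 means six control SD above control mean; inconclusive = lowest score under 50 but half or more replicates reach 50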;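 also: yeast exposed to compound for 9 h at 30 °C; higher score means more reporter readthrough which indicates perturbed polyadenylation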
HSF1 inhib – HSF1 inhibition; NIH3T3-HGL HSE-luciferase, MG132-induced, luminescence 8 h; stronger effect = lower value; activity change, negative = inhibition, % at 7.5 µM (by protocol); AID 2098; hit rate 0.77% among 300,000;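 active = more than half of replicate wells show activity change below -50%, luminescence cut by over half; inconclusive = some wells, but at most half, below -50%; inactive = no replicate well below -50%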;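 also: luciferase reports HSF-1 transcriptional activity via heat shock element; 0% = median of DMSO wells and -100% = zero luminescence signal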
DYRK1A inh – Dyrk1A (rat) kinase inhibition; hit rate 0.43% among 310,000; inhibition, % at 12.5 µM; ADP-Glo luminescence, NFATc1 peptide; in the data active = inhibition above about 50%;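 also: plate controls were vehicle with enzyme for no effect and no enzyme for full effect; many of its hits are not listed in these tables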
HDAC3 inhib – human HDAC3 inhibition; recombinant HDAC3, fluorogenic peptide/trypsin coupled, fluorescence; inhibition, % at 8.3 µM; hit rate 0.15% among 320,000; AID 2718; in the data active = inhibition above about 26%, passing the limit was not always enough; inconclusive = no clear call, values can overlap the other calls
Target sequence (O15379 whole entry, looked up): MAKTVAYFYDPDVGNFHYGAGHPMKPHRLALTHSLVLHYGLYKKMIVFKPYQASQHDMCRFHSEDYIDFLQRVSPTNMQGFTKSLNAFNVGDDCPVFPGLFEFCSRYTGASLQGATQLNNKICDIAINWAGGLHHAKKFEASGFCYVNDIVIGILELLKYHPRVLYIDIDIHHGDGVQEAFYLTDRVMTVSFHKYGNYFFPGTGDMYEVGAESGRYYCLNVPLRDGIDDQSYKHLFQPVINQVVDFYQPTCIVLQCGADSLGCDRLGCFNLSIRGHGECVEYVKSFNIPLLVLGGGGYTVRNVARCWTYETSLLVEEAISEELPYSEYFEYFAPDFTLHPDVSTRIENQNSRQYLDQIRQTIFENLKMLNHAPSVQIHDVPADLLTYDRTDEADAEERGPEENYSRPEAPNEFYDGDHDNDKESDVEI
GSK3 alpha inh – inhibitors of human GSK-3 alpha kinase; hit rate 0.1% among 320,000; ADP-Glo luminescence, 60 min; AID 2650; P49840; inhibition, % at 10 µM;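 in the data active = inhibition above about 50%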;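 also: GST-tagged GSK-3 alpha with peptide substrate and 25 µM ATP; 0% = DMSO neutral wells and 100% = GW8510 positive control wells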
HSF1 activator – increases HSF-1 driven luciferase reporter signal; NIH3T3-HGL HSF-1 luciferase reporter, MG132, 8 h; 100% = twice DMSO control signal; activation, % at 9 µM; hit rate 1.7% among 300,000; AID 504408;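 active = mean replicate activation of at least 50% with a set share of replicates each reaching 50%; inconclusive = only one of those two conditions met; inactive = mean below 50% and too few replicates reaching it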;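 also: 0% = median of the neutral control wells and 100% = twice that signal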
* = called active by the depositor; i = inactive; u = inconclusive; x = not tested or not shown. Not all compounds are listed; rates above refer to the full screens.

SMILES	Platelet DG rel	HSP90 refold inh	AI-2 QS mod	GSK3beta inhib	PolyA inh	HSF1 inhib	DYRK1A inh	HDAC3 inhib	GSK3 alpha inh	HSF1 activator
Cn1c(=S)n(/N=C/c2cccs2)c2ccccc21	-1.5	2.1	-5.5	-0.6	i	7.5	12.3	0.6	-0.5	-0.4
c1ccc2c(c1)CNc1ccccc1C2	-7.9	-0.9	-8.0	4.2	i	4.6	2.2	17.0	-2.6	6.4
O=C(c1cc(COc2ccc(F)cc2F)on1)N1CCN(C(=O)c2ccco2)CC1	6.1	-1.3	20.1	-1.5	i	-3.1	4.0	-4.3	1.4	-3.2
CN(c1ccccc1C(=O)O)S(=O)(=O)c1ccc2c3c(cccc13)C(=O)N2	x	-4.2	x	x	x	x	6.3	-5.9	0.2	x
Cc1ccc(C)c(NC(=S)NC2CC3CCCC(C2)N3CC(C)C)c1 (stereo not given)	2.5	-2.3	13.9	-1.2	i	10.9	7.6	8.7	-1.3	23.5
Cc1cc(C)nc(Nc2ccc(O)cc2)n1	1.6	-1.0	2.9	-2.2	i	6.9	-0.2	5.5	-1.5	33.4
COc1cccc(NCc2nnc(SCC(=O)NC3CCS(=O)(=O)C3)n2C2CCCCC2)c1 (stereo not given)	-7.9	x	60.7	1.1	x	8.2	14.9	8.6	-2.5	9.1
COC(=O)C1=C(C)N(Cc2ccco2)C(=O)N[C@H]1c1ccccc1	9.2	3.6	24.2	1.7	i	-1.3	x	10.1	1.8	12.3
O=C(CC(SCCO)c1ccc2c(c1)OCO2)c1ccco1 (stereo not given)	-5.5	3.8	8.5	-0.7	i	8.1	83.7*	6.8	17.3	31.3
c1ccc(CC2CCN(C3=Nc4cccc5cccc3c45)CC2)cc1	0.3	0.2	23.5	1.1	i	5.9	10.0	7.5	-1.3	3.9
Cc1ccc(S(=O)(=O)Nc2cccc(C(=O)NCC(c3ccco3)N3CCCCC3)c2)cc1F (stereo not given)	2.3	x	13.2	1.4	i	-3.2	1.2	3.6	-0.3	-1.8
COC(=O)c1cc(NC(=O)Cc2coc3cc(OC)ccc23)cc(C(=O)OC)c1	-0.8	3.1	4.5	1.4	i	3.1	-2.7	-3.0	-1.2	8.5

Reprinted from the part before: two compounds, then new ones.
SMILES	Platelet DG rel	HSP90 refold inh	AI-2 QS mod	GSK3beta inhib	PolyA inh	HSF1 inhib	DYRK1A inh	HDAC3 inhib	GSK3 alpha inh	HSF1 activator
Cc1ccc(S(=O)(=O)Nc2cccc(C(=O)NCC(c3ccco3)N3CCCCC3)c2)cc1F (stereo not given)	2.3	x	13.2	1.4	i	-3.2	1.2	3.6	-0.3	-1.8
COC(=O)c1cc(NC(=O)Cc2coc3cc(OC)ccc23)cc(C(=O)OC)c1	-0.8	3.1	4.5	1.4	i	3.1	-2.7	-3.0	-1.2	8.5
CCOc1ccccc1N1CCN(C(=O)c2cc[n+]([O-])cc2)CC1	-5.1	2.2	1.6	3.9	i	-3.0	-2.0	-12.5	-4.4	6.1
CC1SCC(=NOCc2c(Cl)cccc2Cl)CS1 (stereo not given)	3.2	3.2	17.2	1.6	i	4.8	-3.2	2.7	3.9	11.8
COc1ccc(NC(=O)C2Cc3ccccc3CN2C(=O)c2ccccc2)cn1 (stereo not given)	-2.1	-1.2	13.9	0.3	i	5.8	-1.2	0.7	0.1	30.4
COCc1ccc(CN2CCCC(CO)(Cc3ccccc3)C2)o1 (stereo not given)	-0.9	1.3	53.1	-2.4	i	-2.7	0.1	3.0	1.3	-0.4
CCN(CC)C(=O)CSc1nc2c(sc(=S)n2-c2ccc(C)cc2C)c(=O)[nH]1	3.6	-2.9	8.8	-0.2	i	-0.9	11.2	13.2	-1.5	13.4
COc1ccc(NC(=O)c2cccn(CC=C(C)C)c2=O)cc1	0.3	-0.4	-2.5	0.4	i	-0.9	-2.5	6.4	-1.5	33.3
CCn1c(=O)n(CC)c2cc(N3CCCC3)c(NC(=O)c3ccc(F)cc3)cc21	-7.3	-3.8	5.5	-4.2	i	10.2	-4.2	5.1	2.4	19.5
COc1cc(OC)c(OC)cc1/C=C1\CC(C)C/C(=C\c2cc(OC)c(OC)cc2OC)C1=O (stereo not given)	-1.9	-2.6	18.4	-0.8	i	-26.7	2.3	u	-1.3	-25.1
O=C(COc1cc2oc(=O)c3c(c2cc1Cl)CCCC3)NCC1CCC(C(=O)O)CC1 (stereo not given)	3.5	1.2	3.4	3.8	i	-2.7	1.7	-4.9	0.5	-2.9
Cc1ccc(NC(=O)c2cccc(NC(=O)CC3SC(N4CCCCC4)=NC3=O)c2)nc1 (stereo not given)	0.8	x	18.6	0.4	i	9.1	9.7	8.0	1.0	11.7
CN1CCC(CN)(N2CCN(c3ccccc3)CC2)CC1	-4.6	-2.8	18.9	0.3	i	1.1	2.1	2.3	7.0	-9.8
CC(Nc1nc2ncn(Cc3ccccc3)c2c(=O)[nH]1)C(=O)O (stereo not given)	1.0	0.8	14.2	0.2	i	-9.3	-3.5	3.1	-0.2	-23.1
S=C(Nc1cccnc1)NC1CCCCCCC1	1.2	3.2	7.0	-3.3	i	-4.0	3.5	2.2	-2.2	-3.1
CCCc1nn2c(=O)cc(COc3cccc(NC(=O)c4ccco4)c3)nc2s1	-1.8	0.8	18.1	-2.8	i	-6.8	-2.9	-5.4	-1.8	-2.3
NC(=O)COc1c(-c2ccc(Br)o2)oc2ccccc2c1=O	-6.7	-2.1	17.7	2.0	i	-2.4	-3.6	-33.3	0.5	2.0
COc1ccccc1C1N=C(c2ccccc2C)NO1 (stereo not given)	1.7	-4.7	14.1	-0.3	i	27.8	1.6	-1.0	12.3	u
CC(=O)OC(C[N+]1(C)CCCCCC1)c1ccccc1 (stereo not given)	9.6	-1.8	21.4	-2.8	i	-3.9	-3.6	-0.9	-2.4	-4.8
O=C(Nc1ccc(-c2noc(-c3cccs3)n2)cc1)c1cccnc1	1.8	3.4	17.8	0.3	i	23.0	8.6	3.3	-1.1	42.0
CCC(=O)OCC(=O)c1c(N)n(Cc2ccccc2)c(=O)n(C)c1=O	-6.8	-1.1	8.4	-2.2	i	-1.9	3.1	0.9	-2.5	27.6
CC1CCCCN1CCn1c(=S)[nH]c2cc3c(cc2c1=O)OCO3 (stereo not given)	14.3	0.9	5.2	0.2	i	-6.8	x	7.9	-2.8	-14.6
Cc1ccc2c(c1)cc(CN(Cc1ccco1)C(=O)N1CCOCC1)c1nnnn12	-3.7	-0.5	2.7	-1.1	i	-1.0	17.0	6.9	-0.8	13.3
O=C(/C=C/c1ccc(F)cc1)NC(=S)N1CCOCC1	3.5	-0.7	-2.3	-0.4	i	-2.9	0.8	-2.9	-2.3	15.7
CC(C)c1ccc(NC(=O)CN2C(=O)c3ccccc3S2(=O)=O)cc1	-13.8	-2.5	-56.4	-1.2	x	-3.9	-7.9	6.0	-2.0	13.6
COc1cc(CCC(=O)O)on1	9.6	0.4	3.9	-2.0	i	-4.0	-1.8	-8.1	-2.3	19.5
Cc1ccc(Cn2ncc3c(N4CCN(CC#N)CC4)ncnc32)cc1	18.7	1.4	1.5	2.7	i	-2.1	-1.4	0.1	-1.1	18.8
C/C(=N\NC(=O)c1ccccc1)c1ccccc1F	10.1	1.3	6.2	2.4	i	19.7	-3.5	3.8	1.4	20.5
Cc1cc(N2CCN(C)CC2)nc2ccc(NC(=O)CCC3CCCC3)cc12	-12.3	1.7	13.3	1.9	i	-0.3	-5.0	3.3	-1.6	-8.6
O=C(OCc1ccc(COC(=O)c2ccc(O)cc2)cc1)c1ccc(O)cc1	-8.2	-1.1	10.4	-1.7	i	-1.0	1.5	9.5	0.0	0.6
CCC(C)c1c(O)nc(SCC(=O)Nc2ccccc2)[nH]c1=O (stereo not given)	2.6	-1.0	21.8	-0.3	i	-2.9	2.0	0.3	-1.9	3.8
CN=c1sc2ccccc2n1CC(O)COc1ccccc1 (stereo not given)	7.6	0.2	20.1	2.4	x	3.2	3.5	3.1	-2.6	11.1
CCOC(=O)C1C(c2ccc(O)c(O)c2)NC(=S)NC1(O)C(F)(F)F (stereo not given)	-1.4	-6.0	18.1	2.1	i	-1.5	2.6	8.0	2.1	6.6
Cc1ccc(S(=O)(=O)Nc2nnc(CC(C)(C)C)s2)cc1	6.2	4.0	25.8	6.3	i	2.1	6.3	4.5	-3.6	2.8
COc1cc(C2C(C#N)=C(N)OC3=C2C(=O)CC(C)(C)C3)cc([N+](=O)[O-])c1O (stereo not given)	-1.0	0.6	-15.7	0.7	i	3.1	1.6	2.9	-1.5	13.5
O=C(CN1C(=O)S/C(=C/c2ccccn2)C1=O)N1CCOCC1	5.7	3.8	1.8	3.0	i	-7.0	-2.2	10.1	-1.5	-9.6
O=C(Nc1cccc(-c2ccc3nncn3n2)c1)c1ccco1	5.6	-7.9	1.1	2.0	i	0.2	0.4	x	-1.3	-0.3
O=C(CCCOc1ccc(Cl)cc1)N1CCCCCC1	4.6	0.6	29.1	2.8	i	9.2	1.6	-0.1	-2.3	12.7
O=C(c1cccs1)n1nc(-c2ccco2)nc1SCc1ccccc1	3.3	4.4	29.0	3.1	i	-53.6*	x	65.3*	3.6	-64.4
N#Cc1c(NC(=O)CCn2cnc3ccccc3c2=O)oc(-c2ccccc2)c1-c1ccccc1	-3.1	7.7	33.9	3.2	i	10.4	-3.6	9.3	-2.0	14.7
O/N=C1\CCC\C1=C/c1ccco1	-18.0	-1.5	32.7	0.3	i	3.2	-11.7	10.6	2.5	-2.0
CCN(c1ccccc1C)S(=O)(=O)c1cc2c3c(c1)CCN3C(=O)CC2	x	x	-2.2	0.5	i	2.1	5.7	u	0.2	8.2
CCc1ccc(C(=O)NC(=S)Nc2ccc3c(c2)OCCO3)cc1	-2.7	-1.7	46.4	-3.5	i	18.5	0.7	x	-1.2	23.9
CC1(C)CC(=O)C2=C(C1)OC(N)=C(C#N)C2c1ccc2c(c1)OCO2 (stereo not given)	-1.4	0.6	-4.1	-0.4	i	-7.7	x	3.0	-1.2	-5.8
CC1(c2nnc(Cc3ccccc3)o2)CC(c2cccc([N+](=O)[O-])c2)=NO1 (stereo not given)	1.2	x	30.2	-0.1	i	-0.8	1.0	1.7	0.8	7.3
CN1CCN(c2ccc(S(=O)(=O)Nc3ccccc3)cc2[N+](=O)[O-])CC1	12.9	3.8	20.0	2.4	i	-5.0	0.1	-2.2	-1.2	-6.0
Cc1[nH]c(=O)[nH]c(=O)c1S(=O)(=O)N1c2ccc(F)cc2CCC1C (stereo not given)	-0.3	0.6	22.1	1.3	i	-6.8	-0.5	4.0	2.9	4.0

Bioassay records deposited in PubChem by several laboratories.
